# a7 integrin act = qHTS for Activators of Integrin-Mediated Alleviation for Muscular Dystrophy | actives 0.064% (n = 350,000) | alpha7betagal myoblasts, beta-gal FDG fluorescence, 48 h | Potency, µM (top dose mostly 38.3 µM), without a hit: at the top dose activation, most hits filed as activators;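 further: potency means the concentration at half of the fitted maximal effect; 100% = response of the positive control SU9516; nearly all actives have a fitted effect of over 60% in size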
#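 Alpha7betagal+/- myoblasts (passage 13) were plated 16-24 hr, then exposed to compounds (1:260 dilution of DMSO stock) for 48 hours at 37C. After MPER lysis, β-galactosidase reporter activity was read as FDG fluorescence (ex 480/em 540) after 30 minutes.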
# Mito fusion yeast = qHTS Assay for Small Molecule Inhibitors of Mitochondrial Division or Activators of Mitochondrial Fusion; S. cerevisiae fusion-defective mutant growth rescue, CellTiterGlo 48 h; Potency, µM (series often up to 46.1 µM), inactives show top-dose growth rescue (activation), most hits filed as activators; actives 0.23% (n = 320,000);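 further: potency means the concentration at half of the fitted maximal effect; % of control where 0% means no effect; nearly all actives have a fitted effect of over 45% in size; temperature-sensitive fusion mutants such as fzo1-1 at 37 °C on non-fermentable ethanol glycerol medium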
#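 Luminescent cell viability in 1536-well qHTS format served as the measure of rescued growth in ts fusion-mutant S. cerevisiae cultured on non-fermentable YPEG for 48 hours at 37C.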
# TCR activator = Activators of T cell receptors: qHTS campaign. Potency, µM (titrated, usually from 9.22 µM), inactives show at the highest dose activation of IL-2 secretion, hits mostly activators. AID 504894, 2011. primary human leukocytes, anti-CD3, IL-2 HTRF, 48 h. 330,000 tested, under 10 active; further: % of control where 0% means no effect
#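 1) Mix primary human leukocytes, a-CD3 beads and compound. 2) Incubate 48 hr. 3) Add HTRF IL-2 reagents (a-IL-2-K, a-IL-2-d2).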
# TSHR antagonist = Antagonists of the Thyroid Stimulating Hormone Receptor: HTS campaign. Thyrotropin receptor (Homo sapiens), P16473. TSHR-expressing cells, TSH-stimulated cAMP HTRF, 2 h; active compounds read low. activity change, negative = inhibition, % at 11.5 µM. actives 0.2% (n = 330,000). AID 504810, 2011;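 active means activity change below a set negative limit, meaning inhibition stronger than a set level, cut at about -70% in these data; inconclusive means activity change between two set negative limits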; further: on the % scale 0 is the no-effect control and ±100 the full control effect
# Target sequence (P16473 whole entry, looked up): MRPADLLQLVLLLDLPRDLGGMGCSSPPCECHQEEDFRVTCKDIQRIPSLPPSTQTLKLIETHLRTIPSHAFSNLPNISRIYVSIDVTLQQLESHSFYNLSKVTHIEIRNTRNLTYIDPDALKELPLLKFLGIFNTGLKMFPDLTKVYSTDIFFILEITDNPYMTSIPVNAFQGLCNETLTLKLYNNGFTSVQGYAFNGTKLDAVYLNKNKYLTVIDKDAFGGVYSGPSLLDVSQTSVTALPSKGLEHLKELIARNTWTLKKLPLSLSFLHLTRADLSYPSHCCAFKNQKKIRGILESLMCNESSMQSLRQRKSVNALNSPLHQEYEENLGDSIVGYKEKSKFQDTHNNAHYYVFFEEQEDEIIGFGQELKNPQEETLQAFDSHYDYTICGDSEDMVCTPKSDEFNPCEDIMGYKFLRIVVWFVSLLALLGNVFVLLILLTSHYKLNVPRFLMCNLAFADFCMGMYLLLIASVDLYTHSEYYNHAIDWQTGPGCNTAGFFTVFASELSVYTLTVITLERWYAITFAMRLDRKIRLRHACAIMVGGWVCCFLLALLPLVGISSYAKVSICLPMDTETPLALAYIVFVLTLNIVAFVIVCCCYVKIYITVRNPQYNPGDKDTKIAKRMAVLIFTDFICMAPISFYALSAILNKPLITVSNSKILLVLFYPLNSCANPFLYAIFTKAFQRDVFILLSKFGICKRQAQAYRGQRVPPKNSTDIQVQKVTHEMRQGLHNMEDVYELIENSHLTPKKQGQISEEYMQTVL
#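 TSHR-expressing cells were treated with compounds, then stimulated with TSH at EC80 (4nM final) for 2 hours at 37 deg C. Cellular cAMP was measured by HTRF competition between lysate cAMP and cAMP-d2 for a cryptate-labelled anti-cAMP antibody.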
# A-T KAP1 phos = qHTS Assay for Identifying a Potential Treatment of Ataxia-Telangiectasia; AID 485349, 2010; actives 0.19% (n = 320,000); Potency, µM (titrated, usually from 57.5 µM), for the others: at the highest dose activation, hits mostly activators; […] A-T fibroblasts, KAP-1 phosphorylation AlphaLISA; neocarzinostatin DNA damage 30 min before lysis; further: potency means the concentration at half of the fitted maximal effect; % of control where 0% means no effect; nearly all actives have a fitted effect of over 45% in size
#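 ATM-like activity read as KAP-1 phosphorylation via AlphaLISA donor/acceptor antibody pairs after lysis and 6 hr at 25C. Cells were ATM-null patient fibroblasts ([…], hTERT), dosed 60 min, then exposed to the DSB inducer NCS for 30 min.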
# ELG1 DNA repair = qHTS screen for small molecules that inhibit ELG1-dependent DNA repair in human embryonic kidney (HEK293T) cells expressing luciferase-tagged ELG1 | HEK293T ELG1-luciferase reporter, luminescence, 16 h; DNA damage induced by 5-fluorouridine | Potency, µM (top dose mostly 46.1 µM), inactives show top-dose activity change, negative = inhibition, hits mostly inhibitors | actives 2.3% (n = 330,000) | AID 504467, 2011; further: potency means the concentration at half of the fitted maximal effect; on the % scale 0 is the no-effect control and ±100 the full control effect; nearly all actives have a fitted effect of over 55% in size
#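 HEK293T cells expressing luciferase-tagged ELG1 (2,000/well) received 5-Fluorouridine plus compound or DMSO for 16 hr at 37 °C. Luciferase was read by ONE-Glo luminescence after 30 min at room temperature.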
# Eya2 inh = qHTS Assay for Inhibitors of the Phosphatase Activity of Eya2; recombinant Eya2, OMFP fluorescence dephosphorylation (OMFP is methylfluorescein phosphate); AID 488837, 2010; Potency, µM (top dose mostly 76.9 µM), without a hit: at the highest dose activity, negative = inhibition, actives largely listed as inhibitors; actives 0.006% (n = 330,000); further: potency means the concentration at half of the fitted maximal effect; on the % scale 0 is the no-effect control and ±100 the full control effect
#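 Eya2 protein (added as 0.2 uM solution) was preincubated with compound for 10 min at ambient temperature in 50 mM HEPES pH 7.5, 50 mM NaCl, 5 uM MgCl2, 0.05% BSA, 1 mM DTT. OMFP (added at 50 uM) then reacted 10 min; fluorescence read at 485/525 nm.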
# ASM inhibitor = Inhibitors of Secretory Acid Sphingomyelinase (S-ASM): qHTS | Sphingomyelin phosphodiesterase (Homo sapiens), P17405 | placental ASM, HMU-PC fluorogenic substrate, 60 min | Potency, µM (doses to about 57.5 µM), for the others: at the highest dose activity change, negative = inhibition, usual class: inhibitors | actives 0.006% (n = 340,000); further: potency means the concentration at half of the fitted maximal effect
#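 Human placenta-derived ASM enzyme was preincubated with compound for 10 minutes at room temperature, then given fluorogenic substrate HMU-PC0 (9 uM final) for 60 minutes at 37 °C; a pH 10 stop preceded fluorescence reading at Ex 386/Em 447 nm.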
# Tb PFK inh = qHTS Assay to Find Inhibitors of T. brucei phosphofructokinase | ATP-dependent 6-phosphofructokinase (Trypanosoma brucei brucei), O15648 | T. brucei PFK, ADP-Glo luminescence | Potency, µM (highest dose often 57.5 µM), inactives show at the highest dose activity, negative = inhibition, most hits filed as inhibitors | actives 0.17% (n = 330,000) | AID 485367, 2010;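 further: potency means the concentration at half of the fitted maximal effect; 0% = uninhibited 1x PFK enzyme wells and -100% = no-enzyme wells; nearly all actives have a fitted effect of over 60% in size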
#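 Luminescent ADP detection (ADP-Glo, two-step: ATP depletion then ADP-to-ATP conversion for luciferase) reported PFK activity after 45 min room-temperature reaction of 1.25 nM enzyme with 0.5 mM F6P and 0.1 mM ATP at pH 8.0.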
# Chronic BCR inh = qHTS Assay to Find Inhibitors of Chronic Active B-Cell Receptor Signaling | ABC-DLBCL IkBa-CBG/CBR reporter, luminescence ratio, 4 h | Potency, µM (titrated, usually from 46.1 µM), for inactives: at the highest dose ratio change, negative = lower green/red ratio, actives largely listed as inhibitors | actives 0.05% (n = 340,000) | AID 493014, 2011; active means well fitted inhibition curve with a large enough effect in the signal ratio, with a control signal flat, not every such curve was filed as active; inconclusive means small, poorly fitted or top-dose-only effect, or effect the other way, or a change in a side signal; the % refers to the signal ratio;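 further: potency means the concentration at half of the fitted maximal effect; plate controls were basal doxycycline-induced cells for no effect and cells given 10 µM MG132 for full effect; MG132 reads +100%, hits lower the ratio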
#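 Cell line TMD8 (human ABC DLBCL), stably expressing tet-inducible CBG68-IkBa fusion and CBR; IMDM/0.5% FBS; cpd up to 46 uM; dox induction, 4 h, 37C/5% CO2; dual luminescence; green/red ratio; MG132 control.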
# PTAP TSG101 blk = qHTS Assay for Iinhibitors of HIV-1 Budding by Blocking the Interaction of PTAP/TSG101; Fluorescence polarization, FITC-PTAP peptide / Tsg101 binding; Potency, µM (highest dose often 115 µM), without a hit: top-dose activity change, negative = inhibition, usual class: inhibitors; 340,000 tested, under 10 active; active means well fitted inhibition curve with a large enough effect in the main read-out, with a control signal flat, not every such curve was filed as active; inconclusive means small, poorly fitted or top-dose-only effect, or effect the other way, or a change in a side signal; inactive means no such curve, though single readings can be large or run the other way; further: potency means the concentration at half of the fitted maximal effect; % of control where 0% means no effect
#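 Steps: Tsg101 binding domain dispensed (10 uM final), compounds pinned in DMSO, FITC-labeled PTAP-motif peptide added (50 nM final); after 20 min binding at room temperature, polarization measured.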
# Active calls of the source: *; u = inconclusive; x = no result given; [ ] = remark or other dose. Unless noted, the call rests on the fitted dose curve; in most records, active means well fitted curve in the direction sought with a large enough effect; inconclusive means small, poorly fitted or top-dose-only effect, or another doubt; inactive means no such curve, though single readings can be large; an effect the other way counts as inactive or inconclusive.
SMILES,a7 integrin act,Mito fusion yeast,TCR activator,TSHR antagonist,A-T KAP1 phos,ELG1 DNA repair,Eya2 inh,ASM inhibitor,Tb PFK inh,Chronic BCR inh,PTAP TSG101 blk
Cc1csc2nc(O)c(C(=O)NC3CCCCC3)c(=O)n12,9%,17%,2%,-13,3%,26%,-13%,x,4%,u,-1%
COc1ccccc1-n1c(SCC(N)=O)nc2c(c1=O)SCC2,4%,-1%,-5%,-2,6%,u,3%,5%,-3%,x,-2%
CCN(C(=O)COC(=O)c1ccc2c(=O)n3c(nc2c1)CCC3)C1CCS(=O)(=O)C1 (stereo not drawn),0%,4%,5%,3,-6%,6%,-2%,14%,5%,u,0%
COC(=O)Oc1ccc(/C=N/NC(=O)CSCc2ccc(Cl)cc2)cc1OC,12%,-1%,7%,-3,2%,-29%,3%,-8%,-1%,1%,-5%
C=CCNC(=O)CCCOc1cccc(C)c1,-6%,-1%,x,-2,1%,2%,2%,3%,0%,2%,-5%
O=C(Nc1ccccc1)c1snc2c(=O)[nH]cnc12,6%,6%,9%,0,1%,20%,-3%,-1%,3%,19%,1%
CC(C)(C)NC(=O)NC(=O)COC(=O)Cc1coc2ccc3ccccc3c12,18%,3%,2%[46.1 µM],3,2%,13%,-28%,-19%,-2%,-20%,-5%
CCC(=NC1CC(C)(C)NC(C)(C)C1)C1=C(O)CC(C)(C)CC1=O,6%,-4%,-4%,-12,-9%,3%,24%,-1%,-4%,1%,-3%
CC(C)S(=O)(=O)c1nsc2nc(=O)c(/C=C3\C=Nc4ccccc43)c(N)n12,-13%,-6%,1%,-15,2%,2%,0%,41%,4%,5%,-3%
CCCN(C(=O)Cc1nc(N)n[nH]1)C1(C(=O)Nc2c(C)cccc2C)CCCCC1,17%,-6%,2%,-7,-1%,8%,-2%,2%,-9%,14%,0%
COc1ccc(NC(=O)N2C3CCCC2CC(NC(=O)c2ccccc2)C3)cc1 (stereo not drawn),0%,-7%,-2%,2,4%,-2%,-5%,1%,2%,5%,-1%
CCn1cc(C(=O)NCc2ccc3c(c2)OCO3)c(=O)c2cc(S(=O)(=O)N3CCOCC3)ccc21,18%,-1%,5%,-6,4%,u,-7%,-13%,0%,3%,-3%
CC(=O)Nc1ccc(S(=O)(=O)Nc2nc3nc(-c4ccccc4)cc(-c4ccccc4)n3n2)cc1,1%,8%,2%,13,7%,2%,-11%,x,-14%,-4%,-6%
NC(=O)C(Cc1ccccc1)NC(=O)C12CC3CC(CC(C3)C1)C2 (stereo not drawn),9%,2%,1%,-3,5%,-4%,-2%,2%,-5%,-5%,-4%
COC(=O)c1ccccc1NC(=O)Cn1cc2c(n1)CCC(C)C2 (stereo not drawn),0%,12%,4%[46.1 µM],0,8%,u,3%,0%,-3%,4%,0%
COc1ccc(OCC(=O)N2c3ccccc3CCc3ccccc32)cc1,27%,11%,1%[46.1 µM],-1,2%,u,-10%,3%,0%,-1%,-2%
CCCCn1cnc2c(cnn2-c2ccc(Cl)cc2)c1=O,-8%,-1%,-4%[46.1 µM],-8,x,u,2%,1%,-4%,3%,-4%
Cc1ccc(-c2cc(C(=O)NCc3cccs3)no2)cc1,2%,1%,1%,4,-1%,u,-23%,3%,16%,-15%,-7%
N=C1C(=O)OCC1c1ccccc1NC(=O)Nc1ccccc1 (stereo not drawn),12%,-11%,-2%,4,1%,0%,0%,-3%,-8%,-8%,0%
C/C(=N\NC(=O)c1nn(C)cc1Br)c1cccc(NC(=O)C(C)(C)C)c1,15%,3%,-15%,17,3%,-4%,-5%,0%,1%,u,1%
Cc1ccc(NC(=O)CCCCCCCCCCC2COCCO2)c(C)c1 (stereo not drawn),-2%,1%,0%[46.1 µM],31,28%,-1%,1%,1%,1%,10%,0%
Cc1ccc2nc(NC(=O)c3cccc(-c4cc5ccccc5oc4=O)c3)sc2c1,10%,0%,-1%,-12,2%,u,0%,9%,0%[0.46 µM],9%,-5%
COc1ccc(NC(=O)c2nc3ccccc3s2)cc1,47%,25%,1%[46.1 µM],8,9%,u,-1%,-2%,0%,u,-6%
Cc1cc(C)c2c(c1)/C(=N/Nc1ccc(S(N)(=O)=O)cc1[N+](=O)[O-])CCC2,32%,6%,4%,3,-4%,6%,-5%,-5%,1%,5%,-11%
CN(C)/C=C/c1c([N+](=O)[O-])c2ccc(O)cc2n1-c1ccccc1,9%,6%,-13%,-1,-13%,7.3µM*,-4%,-4%,-3%,u,-4%
COc1ccc(CC(=O)NCc2nnc(SCC(=O)Nc3nccs3)n2C)cc1,16%,5%,2%,5,-1%,14%,2%,3%,2%,1%,-1%
O=C(C1=CC=CN2CCS(=O)(=O)N=C12)N1CCN(c2cccc(Cl)c2)CC1,-25%,-3%,x,-3,4%,-1%,-2%,5%,-3%,4%,-5%
CCCCOc1ccc(C(=O)N/C(=C/C=C/c2ccccc2)C(=O)NCCO)cc1,-26%,-10%,-12%[46.1 µM],-10,-1%,0%,-5%,-17%,0%,u,-3%
COc1nc(N)c(S(=O)(=O)c2ccc(C)cc2)cc1C#N,4%[7.66 µM],-1%,x,-1,-3%,u,-9%,3%,-2%,-3%,-2%

# Structural class: the compounds so far containing an aryl methoxy group (7)
SMILES,a7 integrin act,Mito fusion yeast,TCR activator,TSHR antagonist,A-T KAP1 phos,ELG1 DNA repair,Eya2 inh,ASM inhibitor,Tb PFK inh,Chronic BCR inh,PTAP TSG101 blk
COc1ccccc1-n1c(SCC(N)=O)nc2c(c1=O)SCC2,4%,-1%,-5%,-2,6%,u,3%,5%,-3%,x,-2%
COC(=O)Oc1ccc(/C=N/NC(=O)CSCc2ccc(Cl)cc2)cc1OC,12%,-1%,7%,-3,2%,-29%,3%,-8%,-1%,1%,-5%
COc1ccc(NC(=O)N2C3CCCC2CC(NC(=O)c2ccccc2)C3)cc1 (stereo not drawn),0%,-7%,-2%,2,4%,-2%,-5%,1%,2%,5%,-1%
COc1ccc(OCC(=O)N2c3ccccc3CCc3ccccc32)cc1,27%,11%,1%[46.1 µM],-1,2%,u,-10%,3%,0%,-1%,-2%
COc1ccc(NC(=O)c2nc3ccccc3s2)cc1,47%,25%,1%[46.1 µM],8,9%,u,-1%,-2%,0%,u,-6%
COc1ccc(CC(=O)NCc2nnc(SCC(=O)Nc3nccs3)n2C)cc1,16%,5%,2%,5,-1%,14%,2%,3%,2%,1%,-1%
COc1nc(N)c(S(=O)(=O)c2ccc(C)cc2)cc1C#N,4%[7.66 µM],-1%,x,-1,-3%,u,-9%,3%,-2%,-3%,-2%

# Screening data (PubChem BioAssay)
